M. tuberculosis: growth inhibition of non-replicating M. tuberculosis (AID 488890) | one-dose inhibition, % at 25 µM; IC50 in µM for titrated hits | hit rate 0.39% among 320,000 | Mycobacterium tuberculosis non-replicating, growth inhibition; higher % means a stronger effect; in the data active = a potency from the dose series; inconclusive = inhibition mostly from about 82% at the one dose, without a potency; inactive = the rest, 99 in 100 with inhibition below about 76%;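 note: plate controls were DMSO cells for no effect and high antibiotic wells for full effect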
VEEV TC-83 Vero: inhibitors of VEEV TC-83 cytopathic effect, confirmation, Vero cells (AID 588727). hit rate 0.13% among 350,000. Vero cells, VEEV TC-83 cytopathic effect inhibition; higher % means a stronger effect. one-dose inhibition, % at 20 µM; IC50 in µM for titrated hits; in the data active = a potency from the dose series; inconclusive = inhibition mostly from about 14% at the one dose, without a potency; inactive = the rest, 99 in 100 with inhibition below about 12%; note: strong numbers were not always called active
influenza NS1A: NS1A inhibition, H1N1 influenza, cell based functional assay (AID 504329) | hit rate 0.3% among 340,000 | inhibition, % at 12.5 µM, or IC50 in µM where a hit was titrated | NS1A functional cell-based assay, percent inhibition; higher % means a stronger effect; in the data active = a potency from the dose series; inconclusive = inhibition above about 27% without an active follow-up result; note: strong numbers were not always called active
PhoP GFP inhibition: PhoP regulon inhibitors, Salmonella typhi PhoP promoter GFP reporter, confirmatory (AID 1850). Salmonella Typhi PhoP-promoter GFP reporter, fluorescence, 4 h; higher % means a stronger effect. inhibition, % at 50 µM, or IC50 in µM where a hit was titrated. hit rate 0.33% among 310,000; in the data active = a potency from the dose series; inconclusive = inhibition mostly from about 25% at the one dose, without a potency; inactive = the rest, 99 in 100 with inhibition below about 19%;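 note: 0% = induced wells with vehicle and 100% = uninduced wells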
H37Rv inhibition: M. tuberculosis growth inhibition, HTS (AID 449762); M. tuberculosis H37Rv growth inhibition, 7H9 media; higher % means a stronger effect; inhibition, % at 25 µM; hits with a dose series show IC50 in µM; hit rate 0.59% among 330,000; in the data active = a potency from the dose series; inconclusive = inhibition above about 70% without an active follow-up result;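 note: bacterial growth assessed after seven days of incubation; strong numbers were not always called active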
* marks the source's active call; other numbers are inactive results; i = inactive; ? = inconclusive; / = not tested or not shown. Rows were taken by chance; any-hit rate near 1.5%.

compound	H37Rv inhibition	influenza NS1A	VEEV TC-83 Vero	PhoP GFP inhibition	M. tuberculosis
Cc1cc(COC(=O)C2N3C(=O)[C@@H](NC(=O)COc4ccccc4)[C@H]3SC2(C)C)on1 (stereo partly drawn)	-11%	1%	1.4%	-2%	-6%
O=c1[nH]c(/C=C/c2cccc3ccccc23)nc2ccccc12	6%	-10%	9.1%	-42%	16%
CCNc1ccc(S(=O)(=O)N(C)C)cc1NCC(=O)Nc1ccccc1Br	-1%	6%	11%	-15%	25%
CCN1CNC(=S)N(Cc2ccccc2)C1	-9%	7%	0.8%	-4%	-4%
CN(C)c1ccc(/C=N/NC(=O)CN2CCCCC2)cc1Br	-8%	-5%	2.6%	-1%	-17%
CCOC(=O)c1sc2nc(NC(=O)C(C)(C)C)sc2c1C	5%	-1%	7.1%	-12%	/
Cc1cc(NC(=O)c2noc3c2CCCCC3)nn1Cc1ccc(Cl)cc1	-6%	25%	0.3%	-5%	-4%
O=C(CCc1nnc(C2CCCCC2)o1)NCc1cccc(-n2cccn2)c1	2%	-1%	0.4%	4%	19%
CCOc1ccc(Oc2nc(NCC(C)C)nc(OC)n2)nn1	-2%	-3%	1.4%	-17%	/
CC(NC(=O)c1ccccc1)c1nc2ccccc2n1Cc1ccc(C#N)cc1 (stereo not drawn)	6%	1%	4.8%	-10%	25%
CCOC(=O)c1[nH]c2ccc(F)cc2c1NC(=O)c1cc(OC)c(OC)c(OC)c1	-8%	0%	8.2%	5%	-10%
COc1ccc(Nc2nc3[nH]c(=O)cc(O)c3s2)cc1	1%	11%	1.0%	-10%	-6%
Cc1oc(/N=C/c2cccc3ccccc23)c(C#N)c1C	-12%	9%	4.8%	-8%	-4%
CNC(=O)OCN1C(=O)C2CC=CCC2C1=O (stereo not drawn)	/	14%	0.6%	/	/
CC(C)CN(CC(C)C)S(=O)(=O)N1CCC(C(=O)N2CCc3ccccc3C2)CC1	0%	-7%	1.0%	-4%	14%
Cc1cc2cc(CNC(=O)C(C)Oc3ccccc3)ccc2n1C (stereo not drawn)	28%	-3%	6.7%	26%	80%
Cc1ccc(C(=O)Cc2ccccc2)c(O)c1	/	-19%	2.0%	/	/
O=C(NNC(=O)c1cc2ccccc2oc1=O)c1ccccc1[N+](=O)[O-]	-6%	-3%	6.8%	-14%	-4%
Cc1cc(C(=O)COC(=O)Cn2c(C(F)(F)F)nc3ccccc32)c(C)n1Cc1ccco1	-7%	4%	6.5%	5%	?
CN(Cc1ccccc1)C(=O)c1ccccc1-c1ccccc1	1%	5%	0.1%	-5%	27%
Cc1ccc(C)c(-c2nc3ccc(N)cc3[nH]2)c1	-6%	0%	8.6%	1%	10%
NC(=O)NC(=O)COC(=O)[C@H](Cc1ccccc1)NC(=O)c1cccs1	-7%	-6%	0.4%	3%	-9%
O=C(NCCc1nc(-c2ccc(F)cc2)no1)c1ccc(F)cc1	-1%	3%	1.6%	-1%	-14%
CCOC(=O)CSC1=C(C#N)C(c2ccc(C)cc2)C2=C(CCCC2=O)N1 (stereo not drawn)	44µM*	3%	0.8%	-9%	?
COc1cccc(C(=O)NCC(=O)N/N=C/c2ccc(OC(=O)c3cccs3)c(OC)c2)c1	-2%	0%	0.4%	-3%	-4%
CC(=NCC1CCCO1)c1c(O)n(-c2ccccc2)c(=O)[nH]c1=O (stereo not drawn)	-4%	0%	0.0%	1%	2%
COc1cc(C(=O)NC(=S)Nc2ccc3[nH]c(=O)[nH]c3c2)cc(OC)c1OC	5%	-2%	3.6%	-3%	0%
COc1ccc(C2CC(c3ccccc3)=NN2c2ccc(N)cc2)cc1 (stereo not drawn)	?	9%	3.5%	3%	43%
N#C/C(=C\c1ccc[nH]1)Sc1nc2ccccc2s1	-5%	1%	5.6%	4%	59%
c1coc(-c2nn3c(-c4ccco4)nnc3s2)c1	-9%	-10%	i	-5%	-2%
COc1cc(/C=N/NC(=O)c2cc(C)n(-c3ccc(F)cc3)c2C)cc(OC)c1O	4%	6%	i	2%	44%
CS(=O)c1ccccc1-c1nc(-c2cccc(Cl)c2)no1 (stereo not drawn)	?	-5%	4.2%	1%	19%
COc1cccc(N2CCN(Cc3nnnn3C3CCCCC3)CC2)c1	0%	5%	i	11%	12%
COc1cc(NC(=O)c2cc(CC(C)C)on2)c(OC)cc1Cl	-11%	-10%	2.5%	4%	-30%
Cc1onc(-c2ccccc2)c1C(=O)NCC(O)c1ccccc1 (stereo not drawn)	-4%	-3%	1.5%	9%	-6%
CCC(CC)C(=O)c1c[nH]c(C(=O)NC2CCCCCC2)c1	-9%	-7%	2.6%	-8%	31%
COc1cc2c(cc1OC)C(c1cccc([N+](=O)[O-])c1)N(C(=O)c1ccc(F)cc1)CC2 (stereo not drawn)	1%	-8%	9.0%	-2%	8%
Oc1ccc(C[C@@H]2CNCCN2CCc2cc(C(F)(F)F)cc(C(F)(F)F)c2)cc1	?	16%	0.4%	-2%	60%
CCC(C)Oc1cccc(OCCCCN2C(=O)NC(C)(C)C2=O)c1 (stereo not drawn)	0%	23%	i	-2%	7%
CC(=O)Nc1ccc(S(=O)(=O)NC(C)C(=O)OCCOc2ccc(F)cc2)cc1 (stereo not drawn)	-3%	-7%	1.7%	/	11%
Nc1ccc(C(=O)Nc2nccs2)cc1	-1%	1%	0.8%	11%	3%
CN1C(=O)/C(=C\C(=O)c2cccs2)c2ccccc21	/	23%	?	/	/
Cc1ccc(C)c(N2CCN(C(=O)CCC(=O)N3CCOc4ccc(Cl)cc43)CC2)c1	9%	0%	5.6%	-5%	42%
C/C=C/Cn1c(SCc2ccc(Cl)cc2)nc2c1c(=O)[nH]c(=O)n2C	11%	-7%	6.8%	15%	76%
Cc1cccc(N2C(=O)NC(=O)/C(=C/c3ccc(-c4ccc(C(=O)O)c(Cl)c4)o3)C2=O)c1	-6%	/	/	1%	-7%

Whole records, looked up by structure.
Results for Nc1ccc(C(=O)Nc2nccs2)cc1 : H37Rv inhibition = -1%; influenza NS1A = 1%; VEEV TC-83 Vero = 0.8%; PhoP GFP inhibition = 11%; M. tuberculosis = 3%
Results for Cc1onc(-c2ccccc2)c1C(=O)NCC(O)c1ccccc1 (stereo not drawn) : H37Rv inhibition = -4%; influenza NS1A = -3%; VEEV TC-83 Vero = 1.5%; PhoP GFP inhibition = 9%; M. tuberculosis = -6%
Results for COc1cccc(N2CCN(Cc3nnnn3C3CCCCC3)CC2)c1 : H37Rv inhibition = 0%; influenza NS1A = 5%; VEEV TC-83 Vero = i; PhoP GFP inhibition = 11%; M. tuberculosis = 12%

Carrying on:
compound	H37Rv inhibition	influenza NS1A	VEEV TC-83 Vero	PhoP GFP inhibition	M. tuberculosis
COc1cccc(C2/C(=C(\O)c3ccc4c(c3)OCO4)C(=O)C(=O)N2CCN(C)C)c1OC (stereo not drawn)	-4%	9%	i	0%	-2%
NS(=O)(=O)c1ccc(CCNC(=S)Nc2ccc(F)cc2)cc1	-11%	-15%	2.8%	6%	/
CC1CC1C(=O)OCC(=O)N(C)CC(=O)Nc1ccc(F)cc1 (stereo not drawn)	-12%	0%	1.1%	/	12%
Cc1c(NC(=O)c2ccc(N(C)S(=O)(=O)c3ccccc3)cc2)c(=O)n(-c2ccccc2)n1C	-6%	2%	0.9%	4%	-2%
CC(=O)Nc1nc2ccccc2n1Cc1ccccc1	?	2%	0.9%	2%	?
Cc1ccc(NC(=O)CC2SC3=NCCCN3C2=O)c(C)c1 (stereo not drawn)	3%	0%	i	1%	i
O=C(CN1C(=O)NC2(CCCCC2)C1=O)Nc1cccc2ncccc12	-2%	5%	i	/	-8%
Cc1c(CNCCc2ccccc2)c(C(=O)O)c(C)n1-c1ccccc1	-2%	-16%	4.3%	1%	-2%
C1=CC2CC1CC2CN1CCN(c2ccccc2)CC1 (stereo not drawn)	/	-10%	i	10%	/
COc1ccc(NC(=O)C2CCCO2)cc1OC (stereo not drawn)	-7%	7%	2.9%	-4%	-3%
O=C(COc1ccccc1[N+](=O)[O-])NCCC1=CCCCC1	5%	2%	i	8%	23%
CCCCN(C(=O)c1ccccc1OCc1ccc(F)cc1)c1c(N)n(CCC)c(=O)[nH]c1=O	1%	-11%	5.3%	-6%	38%
CCOc1ccc(C(=O)NCC(=O)OCC(=O)N2CCCCC2)cc1	-3%	-2%	3.5%	-4%	1%
O=C(c1cccc(C(=O)N2CCN(c3ccccc3)CC2)c1)N1CCN(c2ccccc2)CC1	2%	3%	i	-6%	25%
COc1ccccc1-c1oc2ccccc2c1C#CCCCCO	6%	10%	3.0%	/	17%
CCOC(=O)c1cc(-c2ccco2)nc2c1c(C)nn2CCC#N	0%	-2%	2.4%	-7%	9%
Cc1cc(C)c2nc(-c3ccccn3)cc(C(=O)NCc3ccc(S(N)(=O)=O)cc3)c2c1	-9%	/	?	-9%	-24%
COCC(=O)Nc1ccc([N+](=O)[O-])cc1C	2%	-18%	0.4%	-4%	-11%
Cc1cc2ncn(/N=C/c3cccnc3)c2cc1C	52%	-1%	2.2%	3%	/
Cc1ccc(NCN2C(=O)C3CC=CCC3C2=O)cc1 (stereo not drawn)	-11%	1%	0.9%	-7%	14%
O=c1[nH]c2ccccc2n2c(=S)[nH]nc12	-2%	-2%	i	67%	-2%
O=C(COC(=O)C1CCN(S(=O)(=O)c2cccc3cccnc23)CC1)c1ccccc1	-1%	-1%	i	1%	-17%
COc1ccc(CN2CCNC(=O)C2CC(=O)NCCC2=CCCCC2)c(F)c1 (stereo not drawn)	-9%	19%	0.9%	-7%	7%
COc1ccccc1NC(=O)CCSc1nc(C)cs1	-16%	-2%	0.8%	-6%	72%
CCOC(=O)C1=C(COC(=O)/C=C/c2cccc(Br)c2)NC(=O)NC1C (stereo not drawn)	1%	-10%	3.0%	/	6%
Cc1nc(-c2ccccn2)sc1C(=O)Nc1ccc(F)cc1	-7%	0%	2.5%	1%	14%
Cc1ccc(C(=O)N2CCC(n3nccc3NC(=O)c3ccccc3C)CC2)cn1	-6%	-7%	0.8%	-4%	-8%
CCn1c(N2CCC(C)CC2)nc2c1c(=O)n(C)c(=O)n2C	-2%	-3%	0.6%	-13%	-21%
COC(=O)c1ccc(COc2ccc(CNCc3ccc(Cl)cc3)cc2)cc1	3%	0%	0.1%	0%	76%
C=CCN(c1ccccc1C(=O)NCC(=O)OCC)S(=O)(=O)c1ccc(C)cc1	-3%	-14%	2.4%	12%	-11%
NS(=O)(=O)c1ccc(-c2ccc(/C=C3\SC(=O)NC3=O)o2)cc1	55%	9%	0.6%	-17%	17%
CC(C)NC(=S)N/N=C/c1cc(Br)ccc1O	6.8µM*	9%	i	0%	?
COc1cccc(-n2c(COc3ccccc3C)nnc2SCC(=O)O)c1	-24%	3%	0.5%	-1%	51%
CCNC(=O)C(C)Oc1ccc(Cl)cc1Cl (stereo not drawn)	-5%	7%	0.2%	0%	13%
COc1ccccc1NC(=O)c1cc(-c2cc(OC)c(OC)c(OC)c2)nc2ccccc12	-5%	0%	9.1%	-2%	/
C/C=C/c1ccc(OCCCCOc2c(OC)cccc2OC)c(OC)c1	2%	1%	0.5%	-8%	16%
O=c1nc(NCc2ccccc2Cl)cn[nH]1	-6%	-4%	i	1%	-5%
CCN1CCN(C(c2ccccc2)c2nnnn2Cc2ccccc2)CC1 (stereo not drawn)	-3%	12%	7.2%	-3%	38%
O=C(Nc1ccccc1OC(F)F)c1ccc(S(=O)(=O)N2CCOCC2)cc1	-7%	-3%	1.5%	1%	-2%
Cc1cc(C)c(C)c(S(=O)(=O)NCC(=O)Nc2sc3c(c2C(N)=O)CCCC3)c1C	9%	-25%	0.9%	-4%	-2%
COc1ccc(C(=O)NCc2nnc(SCC(=O)NC3=NCCS3)n2C)cc1	10%	10%	1.7%	-1%	-3%
Cc1cccc(C2N(c3ccc(F)cc3)C(=O)C3CCCN32)c1 (stereo not drawn)	-3%	-5%	0.1%	-7%	0%
